Source: PubChem BioAssay
DNMT1 block: human DNMT1 methyltransferase inhibitors, primary screen, biochemical, molecular beacon, fluorescence, HinP1I cleavage, uHTS; DNA (cytosine-5)-methyltransferase 1 (Homo sapiens), P26358; inhibition (reported as % activation of signal), % at 10 µM; hit rate 0.83% among 360,000; in the data active = inhibition above about 50%
Target sequence (P26358 504-1616 limits assumed): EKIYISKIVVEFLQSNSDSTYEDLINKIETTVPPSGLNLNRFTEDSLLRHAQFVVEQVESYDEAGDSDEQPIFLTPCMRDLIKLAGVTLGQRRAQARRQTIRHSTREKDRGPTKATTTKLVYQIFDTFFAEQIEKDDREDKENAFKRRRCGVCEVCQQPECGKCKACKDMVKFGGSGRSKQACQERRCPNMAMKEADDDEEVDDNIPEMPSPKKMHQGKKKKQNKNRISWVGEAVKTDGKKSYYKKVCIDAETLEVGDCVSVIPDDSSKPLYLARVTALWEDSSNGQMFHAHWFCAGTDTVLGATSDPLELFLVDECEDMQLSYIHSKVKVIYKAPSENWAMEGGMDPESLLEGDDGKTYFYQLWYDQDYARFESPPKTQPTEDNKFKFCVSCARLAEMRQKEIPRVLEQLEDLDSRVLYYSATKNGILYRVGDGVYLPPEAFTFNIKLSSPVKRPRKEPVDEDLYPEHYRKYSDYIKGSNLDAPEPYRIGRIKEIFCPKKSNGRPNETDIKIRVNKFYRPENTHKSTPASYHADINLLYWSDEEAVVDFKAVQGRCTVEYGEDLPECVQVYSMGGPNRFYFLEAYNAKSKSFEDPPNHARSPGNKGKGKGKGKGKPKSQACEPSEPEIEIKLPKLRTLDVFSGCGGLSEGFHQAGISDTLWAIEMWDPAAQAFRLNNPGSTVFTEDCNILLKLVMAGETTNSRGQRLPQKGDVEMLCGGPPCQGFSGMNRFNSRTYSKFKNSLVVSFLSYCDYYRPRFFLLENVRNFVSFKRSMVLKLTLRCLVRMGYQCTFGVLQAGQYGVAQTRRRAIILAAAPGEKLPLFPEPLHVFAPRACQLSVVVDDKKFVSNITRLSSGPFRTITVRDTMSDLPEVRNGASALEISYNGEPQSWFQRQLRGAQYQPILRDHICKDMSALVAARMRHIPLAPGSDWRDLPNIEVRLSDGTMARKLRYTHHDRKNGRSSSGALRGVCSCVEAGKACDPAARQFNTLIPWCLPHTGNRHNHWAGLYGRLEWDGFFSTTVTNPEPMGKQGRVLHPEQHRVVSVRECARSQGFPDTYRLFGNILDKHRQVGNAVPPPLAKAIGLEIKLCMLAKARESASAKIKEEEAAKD
SUMO1 PPI mod: modulators of SUMO1 protein-protein interactions, primary screen, biochemical, uHTS; hit rate 0.33% among 360,000; SUMO1 binding to a labelled peptide, TR-FRET, 1 h; AID 602429, 2012; Small ubiquitin-related modifier 1 (Homo sapiens), P63165; inhibition, % at 20 µM; in the data active = inhibition above about 37%
LMPTP inh: LMPTP phosphatase inhibitors, primary screen, biochemical, fluorescence intensity, uHTS; hit rate 0.22% among 360,000; Low molecular weight phosphotyrosine protein phosphatase (Homo sapiens), P24666; inhibition, % at 20 µM; AID 651560, 2012; recombinant LMPTP-A, OMFP fluorogenic substrate;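 active = compounds that cut the enzyme signal by at least half of the control window in the single-dose screen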;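 note: plate controls were DMSO wells with enzyme plus substrate for no effect and substrate without enzyme for full effect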
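Test system – LMPTP-A enzyme · Amount – LMPTP-A at 0.625 nM final in the reaction · Buffer or medium – Bis-Tris pH 6.0, DTT, detergent · Reagent – OMFP 400 µM · Doses – single 20 µM dose · Schedule – reaction 50 min, room temperature, dark · Detection – fluorescence intensity of OMFP turnover product · Evaluation – percent inhibition versus substrate-only and uninhibited controls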
STEP inh: STEP phosphatase inhibitors, primary screen, biochemical, fluorescence intensity, uHTS; recombinant STEP, OMFP fluorogenic substrate; inhibition, % at 20 µM; hit rate 0.25% among 360,000;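 active = inhibition at 20 µM, scaled per plate between control wells, above about 37%, limit read from the data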;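 note: 0% = DMSO with enzyme and substrate and 100% = substrate only without enzyme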
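Material: STEP (striatal-enriched tyrosine phosphatase) enzyme, cell-free | Medium: 50 mM Bis-Tris pH 6.0 with 2.5 mM DTT and 0.005% Tween 20 | Read-out: Percent inhibition scaled to no-enzyme and uninhibited-enzyme controls, plate-pattern corrected | Signal: Fluorescence read at 480 nm ex / 540 nm em | Times: 20 min reaction, room temperature, in the dark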
Scp1 inh: Scp-1 phosphatase inhibitors, primary screen, biochemical, colorimetric, uHTS; hit rate 0.88% among 340,000; AID 493091, 2011; Recombinant Scp1, phosphopeptide, malachite green phosphate absorbance; inhibition, % at 20 µM;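 active = inhibition above about 50% at 20 µM, limit read from the data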;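 note: plate controls were DMSO wells with enzyme for no effect and wells lacking enzyme for full effect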
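System: SCP-1 catalytic domain; Reagent: Phospho 17-mer peptide substrate; Doses: one concentration, 20 µM, with 1.0% DMSO; Incubation: 45 min room-temperature reaction, 5 min colour, 30 min stabiliser; Signal: Phosphate-binding colour reagent, absorbance read at 630 nm.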
MsrA inhibitor: bovine MsrA enzyme inhibitors, primary screen, biochemical, absorbance, HTS | hit rate 0.75% among 360,000 | AID 651718, 2012 | Methionine sulfoxide reductase A (Bos taurus) | inhibition, % at 15.5 µM | purified bovine MsrA, absorbance read-out; in the data active = inhibition above about 4.5%;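 note: 0% = vehicle wells with enzyme and 100% = reference inhibitor wells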
Rpn11 block: Rpn11 (PSMD14) deubiquitinase inhibitors, primary screen, biochemical, fluorescence polarization, uHTS; 26S proteasome non-ATPase regulatory subunit 14 (Homo sapiens), O00487; human 26S proteasome, Ub4-pepOG fluorescence polarization; 20S core pre-blocked with epoxomicin; calls only at 20 µM; hit rate 0.59% among 360,000; AID 588493, 2011;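 active = inhibition at 20 µM, scaled to each plate's controls, above about 33%, limit read from the data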
NadD inh: inhibitors of S. aureus NadD, primary screen, biochemical, colorimetric, uHTS. hit rate 0.78% among 360,000. AID 602399, 2012. purified NadD enzyme, colorimetric absorbance read-out. Nicotinate-nucleotide adenylyltransferase NadD (Staphylococcus aureus N315). inhibition, % at 20 µM; in the data active = inhibition above about 26%; note: some compounds past the cut are filed as inactive
CSN inh: inhibitors of CSN-mediated cullin deneddylation, primary screen, biochemical, fluorescence polarization, uHTS; COP9 signalosome complex subunit 5 (Homo sapiens), Q92905; AID 651999, 2013; hit rate 0.38% among 360,000; Purified CSN, SCF-Nedd8-OG deneddylation; inhibition, % at 12.5 µM;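 active = pattern-corrected inhibition above about 35%, with an unprinted fluorescence ratio check between 0.5 and 1.5, limit read from the data, passing the limit was not always enough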;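 note: 0% = enzyme with substrate and 100% = substrate without enzyme; some results filed as inactive read as strong as hits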
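test system = HEK293T-derived human Csn5 enzyme | amount = 0.24 nM Csn5 enzyme, final concentration | medium = Tris/NaCl/DTT buffer, pH 7.5 | schedule = 90 min reaction at room temperature | signal = FP | evaluation = inhibition of Csn5 cleavage, % | compound dosing = single dose of 12.5 µM compound with 0.25% DMSO | probe or stimulus = 10 nM SCFSkp2-Nedd8OG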
TbMetRS inhib: T. brucei MetRS inhibitors, primary screen, biochemical, luminescence; methionyl-tRNA synthetase (Trypanosoma brucei brucei); purified T. brucei MetRS, ATP depletion, Kinase-Glo luminescence; inhibition, % at 11.9 µM; hit rate 0.4% among 360,000;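 active = inhibition above a per-plate cutoff of the control wells' mean inhibition plus 3 SD, cut at about 5.5% in these data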;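 note: 0% = DMSO wells median and 100% = median of wells with control inhibitor compound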
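Test system: purified T. brucei MetRS enzyme. Also added: ATP, methionine and E. coli bulk tRNA substrates. Compound: 11.9 µM single point. Schedule: 15 min enzyme-compound preincubation, 2 h reaction, 10 min detection, 25 °C. Signal: luciferase luminescence of residual ATP, Kinase-Glo. Evaluation: percent inhibition versus plate control medians. Controls: DMSO wells, low control.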
The depositor's hits bear a star; i = inactive; / = no result given; + = active, no number. Rows are unselected; 3.9% or so of the library scored in one or more.

Compound,DNMT1 block,SUMO1 PPI mod,LMPTP inh,STEP inh,Scp1 inh,MsrA inhibitor,Rpn11 block,NadD inh,CSN inh,TbMetRS inhib
COc1cc(SC)ccc1C(=O)Nc1nc(C)cc(C)n1,5.3,3.7,-2.6,-3.9,3.0,2.2,i,0.4,4.6,-1.0
O=C(CN1C(=O)NC2(CCOc3ccccc32)C1=O)c1ccc(Br)cc1 (stereo not drawn),0.9,0.7,-0.4,-3.4,-1.8,1.2,i,-10.1,3.8,0.0
O=C(O)Cn1cc(/C=N/NC(=O)c2cc3cc(Br)ccc3o2)c2ccccc21,0.2,4.6,-0.2,3.6,-2.5,4.5,i,-2.7,-5.4,-0.1
CC(=O)Nc1ccc(S(=O)(=O)N2CCc3ccccc3C2CC(=O)O)cc1 (stereo not drawn),1.2,5.4,-2.3,-0.3,-2.3,-0.6,i,-0.7,1.8,-0.2
O=C(CNC(=O)c1ccc(Br)cc1)c1ccc(Br)cc1,0.4,2.5,2.5,-2.7,-8.3,2.9,i,0.3,0.9,2.6
CCN(CC)S(=O)(=O)c1cccc(C(=O)N/N=C/c2cccc(O)c2O)c1,1.9,6.7,-1.2,1.0,-3.9,1.4,i,0.3,-11.1,0.6
CCN(CC)C(=O)C1CCCN(C(=O)Nc2ccc(NC(=O)N3CCCC(C(=O)N(CC)CC)C3)cc2)C1 (stereo not drawn),-7.2,-2.5,0.0,-3.4,-13.9,-0.6,i,0.7,-1.4,-1.0
Cc1cccc(OC(C)C(=O)Nc2cc(Cl)ccc2-n2cncn2)c1 (stereo not drawn),3.4,-12.1,-0.9,1.0,-7.6,-0.1,i,-8.1,0.3,-0.4
CCCCOC(=O)C[N+](C)(C)CCOC1CC2CCC1(C)C2(C)C (stereo not drawn),1.9,-2.9,-1.1,-1.9,2.1,-1.9,i,0.9,-0.6,-0.1
CCOc1ccc2nc(NC(=O)CSc3nc4cccnc4n3C)sc2c1,-16.1,4.7,0.5,3.4,9.4,0.9,i,-7.7,-2.0,0.1
COc1cc(NC(=O)CSc2nnc(-c3ccncc3)o2)cc(OC)c1OC,1.5,-2.2,-0.3,-3.8,-4.5,2.1,i,0.8,-3.0,-0.2
Cc1cc(C(=O)NNC(=O)c2ccc(C)s2)c(C)o1,8.5,0.6,-1.3,-1.0,-3.5,0.3,i,-8.3,-0.4,-0.5
O=C(Cc1csc(-c2ccccc2)n1)NCc1cccs1,-4.1,1.0,0.3,-1.0,-9.3,-1.9,i,-2.6,-2.2,-0.6
CSc1ccc(Cl)c(C(=O)Nc2ccc(Cl)cn2)c1,-0.7,-3.5,1.0,-3.4,-12.1,0.6,i,-3.0,-5.0,-0.7
NNS(=O)(=O)c1ccc2c(c1)Cc1cc(S(=O)(=O)NN)ccc1-2,5.5,5.6,0.0,-0.6,6.2,1.1,i,-1.7,0.0,-1.2
O=C(c1ccco1)N1CCN(C(=O)c2ccc(-c3ccccc3Cl)o2)CC1,1.1,-12.2,1.8,0.7,-4.8,2.0,i,-6.4,0.2,-0.5
CCCC(=O)Nc1c2c(nn1-c1ccccc1)CSC2,-1.5,-3.9,0.8,-0.6,-6.8,-1.1,i,4.6,1.1,-0.4
CC(C)NC(=O)C1(C)CN(S(C)(=O)=O)CC(=O)N1CC(F)(F)F (stereo not drawn),/,-3.5,-0.1,/,/,-0.9,/,/,1.4,-0.5
CC1(C)OC(=O)C2=C(C[C@@H](C3CCCCC3)O[C@@H]2c2ccc(F)cc2)O1,/,-2.4,0.9,/,/,0.5,/,1.0,-4.2,-0.7
CCN(CC)C(=O)COc1ccc(S(=O)(=O)N2CCCC2)cc1,-0.9,6.3,0.2,1.2,-1.2,-0.8,i,-0.6,0.3,-0.9
CCn1c(SCC(=O)N/N=C(\C)c2ccncc2)nnc1-c1ccccc1,-3.2,-0.4,-0.3,0.6,-1.3,-1.5,i,3.1,-4.3,-0.1
CCOC(=O)[C@]12CCCC=C1N(Cc1ccco1)C(=O)[C@H](CC(=O)NCc1cccc3ccccc13)C2,/,-4.3,0.4,/,/,0.0,/,1.4,0.8,-0.6
N#C/C(=C\c1coc2ccccc2c1=O)C(N)=S,-0.9,-8.6,0.9,3.7,-6.9,1.1,+,21.7,14.0,-0.6
O=C(Nc1ncnc2c1ncn2[C@@H]1O[C@H](/C=C/C(=O)N2CCN(c3ccc(F)cc3)CC2)[C@@H](O)[C@H]1O)c1ccccc1,1.5,-1.9,-1.4,2.2,/,-1.1,i,2.6,-2.1,-0.2
CCN(C(=O)Cn1ccc(C(F)(F)F)n1)c1c(N)n(Cc2ccccc2)c(=O)[nH]c1=O,3.6,5.6,-1.2,2.4,-3.9,1.2,i,-3.7,1.4,-0.2
CCOc1ccc(S(=O)(=O)n2ccc(C)n2)c2ccccc12,-5.6,-0.5,0.1,0.8,-3.6,0.1,i,-9.5,-8.4,-0.5
Cn1cc([N+](=O)[O-])c(C(=O)N2CCCCCC2)n1,0.7,-3.1,0.5,-1.1,1.0,0.6,i,1.0,-3.7,0.1
O=C(c1ccc(NS(=O)(=O)c2cccc(C(F)(F)F)c2)cc1)N1CCCC1,1.5,1.0,0.7,1.4,-4.5,1.3,i,-2.5,-0.9,-0.4
CCn1c(SCC(=O)Nc2nnc(C)s2)nc2c(c1=O)SC(C)C2 (stereo not drawn),2.1,1.7,-1.5,5.7,-1.2,1.3,i,-4.6,-0.3,-0.5
C[C@]12CCC(=O)C=C1CCC1C2CC[C@@]2(C)C1CCC21OCCO1 (stereo partly drawn),-7.2,4.9,1.8,1.8,3.3,0.0,i,-2.8,2.8,-0.3
CC1(C)NC(=O)N(CCCC(=O)Nc2ccc(C(F)(F)F)cc2)C1=O,0.9,-1.6,-0.3,2.0,-10.2,-0.8,i,-3.4,-0.1,-0.2
COC(=O)c1ccc(C(=O)OC)c(NC(=O)CN(C)Cc2ccccc2)c1,-2.9,-0.4,-1.4,1.7,5.3,-0.3,i,-5.3,1.5,0.1
CC(O)CNC1c2ccccc2CC1O (stereo not drawn),5.1,2.6,0.6,0.4,-2.2,-0.4,i,0.5,3.7,-0.3
Cn1ccnc1C1CCCCN1Cc1nc(-c2ccc(Cl)cc2)no1 (stereo not drawn),1.1,0.3,-0.3,-3.8,-9.0,-0.3,i,-2.2,-0.1,-0.8
CCCN1CCN(C(=O)CCNC(=O)Cn2cnc3ccccc3c2=O)CC1,2.2,-5.2,-0.4,1.0,-5.3,-0.5,i,5.5,-1.8,-0.1
Cc1cc(NC(=O)/C(C#N)=C/c2ccc(-c3ccc(SC(F)F)cc3)o2)n(-c2ccccc2)n1,12.9,1.0,-0.5,-9.5,-1.8,-0.8,/,4.7,64.5*,0.2
O=C(NCCO)/C(=C\c1ccc2c(c1)OCO2)NC(=O)c1ccc(Br)cc1,0.3,-5.4,-1.6,-1.2,-8.3,3.1,i,-0.2,3.5,-0.6
Cc1ccc(NC(=O)CN(C)S(=O)(=O)c2cnc[nH]2)c(C)c1,0.5,-4.2,-0.1,0.4,3.1,0.1,i,-4.9,3.6,-0.6
COc1ccc(Cl)cc1NC(=O)COC(=O)C1CCCCC1,-5.7,0.6,1.1,0.6,-10.0,2.0,i,-11.1,1.5,-0.3
CCCNC(=O)c1ccccc1NC(=O)C1=CSCCO1,2.0,0.8,-1.0,0.1,-2.4,-0.5,i,-0.6,0.3,0.3
Cc1c(NC(=S)NC(=O)c2ccc(-c3ccc(Cl)cc3)o2)cccc1C(=O)O,5.3,-4.7,1.6,1.2,34.4,1.1,i,0.7,2.1,0.1
COCCCNC(=O)c1cn(Cc2c(F)cccc2Cl)nn1,1.2,-4.7,-1.1,-2.7,-11.7,-2.0,i,1.8,-5.1,-0.5
Nc1cc(=O)[nH]c(SCC(=O)N2CCCc3ccccc32)n1,2.7,3.1,-0.8,-1.9,-4.9,0.7,i,-2.7,-4.3,-0.7
COc1cccc(C(O)c2nc(-c3cccc(C(=O)O)c3)cs2)c1 (stereo not drawn),-1.2,0.0,0.1,-3.0,/,-0.2,i,0.3,-0.8,-0.2
OC[C@@H]1CN(Cc2ccco2)C[C@H](n2cnc3c(N4CCOCC4)ncnc32)O1,5.7,4.5,-0.6,0.2,/,-0.6,i,1.5,-3.6,-0.1
CC1(C)CC(=O)C(C=NCc2ccc3c(c2)OCO3)=C(O)C1,2.9,-0.8,-0.9,-0.9,-3.6,0.0,i,-3.2,-1.1,0.5
Cc1ccc(C(C)C)cc1OCCCCN1CCCC1,1.5,1.2,-8.2,-2.2,-11.7,-0.5,i,-5.4,-0.8,0.2

Single records, as listed above. Order of screens: DNMT1 block | SUMO1 PPI mod | LMPTP inh | STEP inh | Scp1 inh | MsrA inhibitor | Rpn11 block | NadD inh | CSN inh | TbMetRS inhib
Profile of `CC1(C)NC(=O)N(CCCC(=O)Nc2ccc(C(F)(F)F)cc2)C1=O` = 0.9 | -1.6 | -0.3 | 2.0 | -10.2 | -0.8 | i | -3.4 | -0.1 | -0.2
Profile of `Nc1cc(=O)[nH]c(SCC(=O)N2CCCc3ccccc32)n1` = 2.7 | 3.1 | -0.8 | -1.9 | -4.9 | 0.7 | i | -2.7 | -4.3 | -0.7
